Assay outcomes from PubChem BioAssay.
Fam108B inh: counter-screen for RBBP9 inhibitors: inhibitors of mouse Fam108B; 300,000 compounds, 0.33% hits; inhibition, % at 9.51 µM; recombinant Fam108B, FP-Rh probe fluorescence polarization; AID 1947;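 active = inhibition above the screen mean inhibition plus 3 SD, computed separately per campaign, cut at about 18% in these data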;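 also: inhibitors lower polarization as less probe binds the enzyme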
pPAFAH FP inh: inhibitors of human plasma PAF acetylhydrolase (pPAFAH). inhibition, % at 3.39 µM. 330,000 compounds, 1.5% hits. recombinant pPAFAH, FP-rhodamine probe fluorescence polarization;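 active = inhibition above the mean inhibition across the screen plus 3 SD, cut at about 25% in these data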;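 also: inhibitors block binding of the rhodamine activity-based probe so polarization drops; 0% = enzyme with DMSO and 100% = wells lacking pPAFAH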
Target sequence (Q13093 whole entry, looked up): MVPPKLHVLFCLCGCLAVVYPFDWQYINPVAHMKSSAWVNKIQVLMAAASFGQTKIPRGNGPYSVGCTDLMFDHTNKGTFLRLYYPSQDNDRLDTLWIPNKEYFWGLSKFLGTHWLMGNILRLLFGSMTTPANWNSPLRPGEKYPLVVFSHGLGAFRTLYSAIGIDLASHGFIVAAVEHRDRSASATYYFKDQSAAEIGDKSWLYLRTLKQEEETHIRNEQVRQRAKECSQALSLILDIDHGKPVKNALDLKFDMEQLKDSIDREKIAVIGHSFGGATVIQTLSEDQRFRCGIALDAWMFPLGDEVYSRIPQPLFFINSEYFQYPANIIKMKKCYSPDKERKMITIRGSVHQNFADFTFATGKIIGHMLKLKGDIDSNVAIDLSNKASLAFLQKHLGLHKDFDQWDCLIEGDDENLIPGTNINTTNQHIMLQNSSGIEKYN
PAD4 FP inh: blocks human protein arginine deiminase 4 | inhibition, % at 6.36 µM | 330,000 compounds, 0.41% hits | recombinant PAD4, RCA probe fluorescence polarization;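 active = percent inhibition above a cutoff equal to the mean of all tested compounds plus 3 SD, cut at about 15% in these data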;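 also: 0% = PAD4 with RCA probe and DMSO and 100% = probe without PAD4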
PAFAH1B2 inh: PAFAH1B2 (human) inhibition | P68402 | recombinant PAFAH1B2, FP-rhodamine activity probe, fluorescence polarization | inhibition, % at 3.39 µM | 340,000 compounds, 1.2% hits | AID 492953;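 active = inhibition above the mean of all tested compounds plus 3 SD, cut at about 24% in these data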;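 also: 0% = enzyme with DMSO and 100% = wells lacking PAFAH1B2; many of its hits are not listed in these tables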
PAFAH1B3 FP inh: PAFAH1B3 (human) inhibition. recombinant PAFAH1B3, FP-rhodamine probe, fluorescence polarization. inhibition, % at 3.39 µM. 340,000 compounds, 0.28% hits. AID 492972;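 active = inhibition above the screen-wide average of all tested compounds plus 3 SD, cut at about 25% in these data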;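 also: 0% = enzyme with DMSO only and 100% = wells lacking PAFAH1B3 protein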
Target sequence (Q15102 whole entry, looked up): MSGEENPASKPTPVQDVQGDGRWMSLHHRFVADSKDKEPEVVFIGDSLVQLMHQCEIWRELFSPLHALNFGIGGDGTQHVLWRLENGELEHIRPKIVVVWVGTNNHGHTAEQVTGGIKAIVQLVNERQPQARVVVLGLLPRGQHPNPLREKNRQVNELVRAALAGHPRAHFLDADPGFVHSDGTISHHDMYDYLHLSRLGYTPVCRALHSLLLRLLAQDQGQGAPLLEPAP
PME-1 inh: blocks human protein phosphatase methylesterase 1; Q9Y570; 320,000 compounds, 0.53% hits; recombinant PME-1, FP-Rh probe fluorescence polarization; inhibition, % at 5.9 µM;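 active = inhibition above the campaign mean of all compounds plus 3 SD, cut at about 26% in these data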;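 also: competitive labeling of PME-1 active site by serine hydrolase directed probe; 0% = PME-1 with DMSO and 100% = wells lacking PME-1 enzyme; inhibitors block probe labeling so polarization falls and inhibition rises; many of its hits are not listed in these tables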
LYPLA1 inh: LYPLA1 (human) inhibition in PME1 counter-screen; inhibition, % at 5.9 µM; recombinant LYPLA1, FP-Rh probe fluorescence polarization; 320,000 compounds, 0.16% hits;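 active = inhibition above the mean of all tested compounds plus 3 SD, set per campaign, cut at about 14% in these data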;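 also: inhibitors block serine hydrolase probe labeling of LYPLA1 so polarization falls; 0% = enzyme with DMSO and 100% = wells lacking LYPLA1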
PAFAH2 inh: PAFAH2 (human) inhibition. recombinant PAFAH2, FP-rhodamine activity probe, fluorescence polarization. inhibition, % at 3.39 µM. 340,000 compounds, 0.99% hits. AID 492956;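 active = inhibition above the mean over all tested compounds plus 3 SD, cut at about 30% in these data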;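 also: inhibitors block probe labeling of enzyme so polarization drops; 0% = enzyme with DMSO and 100% = wells lacking PAFAH2 protein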
GSTO1 inh: GSTO1 inhibition, counter-screen for RBBP9 inhibitors. P78417. recombinant GSTO1, activity-based probe fluorescence polarization. inhibition, % at 5.96 µM. 300,000 compounds, 1.1% hits;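 active = inhibition above the campaign mean inhibition plus 3 SD, cut at about 35% in these data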;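 also: 0% = GSTO1-1 with DMSO and 100% = wells lacking GSTO1-1 enzyme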
Target sequence (P78417 whole entry, looked up): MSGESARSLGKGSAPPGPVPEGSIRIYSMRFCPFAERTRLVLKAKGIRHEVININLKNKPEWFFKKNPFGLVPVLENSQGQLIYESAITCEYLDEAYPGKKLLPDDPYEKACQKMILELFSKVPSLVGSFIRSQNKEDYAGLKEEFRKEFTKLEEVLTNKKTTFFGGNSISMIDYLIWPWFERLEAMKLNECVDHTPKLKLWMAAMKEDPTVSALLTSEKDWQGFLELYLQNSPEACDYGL
Starred values were filed as active, the others as inactive; . = not tested or not shown. A portion of the library; the hit share may differ from the screen's.

SMILES | Fam108B inh | pPAFAH FP inh | PAD4 FP inh | PAFAH1B2 inh | PAFAH1B3 FP inh | PME-1 inh | LYPLA1 inh | PAFAH2 inh | GSTO1 inh
CCOc1ccc(C(CC(=O)O)n2cnnn2)cc1 (centres undefined) | -1 | 7 | 3 | 6 | 2 | -1 | 2 | 8 | 0
O=C(Nc1ncn[nH]1)c1ccc([N+](=O)[O-])cc1[N+](=O)[O-] | 2 | 3 | -8 | 1 | -3 | -11 | 0 | 1 | 0
Cc1cc(NC(=O)CN2C(=O)/C(=C/c3ccccc3F)SC2=S)no1 | -13 | -7 | -68 | -10 | -2 | -11 | -11 | -18 | -3
CCC(C)N=CC1=C(O)CC(c2ccccc2)CC1=O (centres undefined) | 2 | 2 | 7 | 5 | 14 | 0 | -1 | 4 | -5
O=C(Nc1ccc(SC(F)F)cc1)c1ccc2nccnc2c1 | 0 | -8 | 12 | -1 | -2 | -23 | -13 | -2 | -1
CCOC(=O)CNC(=O)CSc1nnnn1-c1cc(C)ccc1C | 2 | 0 | -5 | 0 | 7 | -1 | -2 | 6 | -10
Cc1sc2nc(C3CC3)nc(SCC(=O)N3CCCc4ccccc43)c2c1C | -6 | 2 | 4 | . | . | -1 | -6 | . | -1
c1cnc(Oc2ccc(-c3nnco3)cc2)cn1 | 1 | 3 | -2 | 2 | 1 | -6 | -1 | -2 | -1
CN(C(=O)c1cccc(NC(=O)c2ccccc2)c1)C1CCCCC1 | -1 | -4 | -6 | 5 | -1 | -7 | 1 | -1 | 2
CC(C)(C)Nc1c(-c2cccs2)nc2ccccn12 | 0 | 8 | -4 | 12 | 7 | 0 | 1 | 0 | 7
O=C(CN1C(=O)c2ccccc2C1=O)NCCc1c[nH]c2ccccc12 | 0 | 5 | 4 | 4 | 4 | 1 | -3 | 1 | 3
N#Cc1cccc(C(=O)OCC(=O)NCc2ccco2)c1 | -5 | -8 | -2 | 0 | 7 | 3 | -2 | 13 | 2
CCN(CC(=O)NCc1cccs1)C(=O)Cc1ccc(C)c(C)c1 | . | -3 | -7 | 4 | -1 | . | . | 3 | .
COc1cccc(/C=N/n2c(COc3ccccc3)n[nH]c2=S)c1O | 7 | 11 | -5 | 9 | 8 | -2 | 4 | 0 | 17
COc1cccc(C2c3c(oc4ccc(F)cc4c3=O)C(=O)N2CCCN2CCOCC2)c1 (centres undefined) | 3 | 0 | -2 | 8 | 7 | 0 | -1 | 2 | 10
CCOc1ccccc1/C=C(\NC(=O)c1ccccc1)C(=O)NCCC(=O)O | 7 | -1 | 0 | 3 | -1 | 1 | 0 | -2 | 0
COc1ccc(-c2oc(=O)c3cc(OC)c(OC)cc3c2C(F)(F)F)cc1 | . | 1 | -3 | -2 | 7 | 7 | 2 | 9 | .
CCC(=O)c1ccccc1OCCN1CCN(CC)CC1 | 3 | 2 | -1 | 0 | 6 | 1 | 1 | 0 | 2
Cc1ccc(C)c2[nH]c(=O)c(CN(CCN3CCCC3)C(=O)Nc3cccc(Cl)c3)cc12 | -5 | 0 | -2 | -2 | -11 | -11 | -3 | -3 | -7
O=C(CN1C(=O)c2cccc3cccc1c23)N1CCN(Cc2ccc3c(c2)OCO3)CC1 | 2 | -7 | -2 | -2 | -4 | 2 | 2 | -5 | 0
Cc1cc(-c2csc(Nc3ccccn3)n2)ccc1F | 7 | 12 | 1 | 8 | 12 | 6 | 3 | 2 | -1
CCCCNC(=O)CC(C(=O)N1CCc2ccccc21)n1ccnc1 (centres undefined) | 6 | -4 | -2 | -4 | -9 | 6 | 0 | -8 | 1
Cn1c(=N)n(CC(=O)c2ccc(Br)cc2)c2ccccc21 | 17 | 35* | 1 | 2 | -6 | 32* | 1 | 1 | 12
CC1CCN(S(=O)(=O)c2ccc3ncn(CC(=O)N(C)C4CCCCC4)c(=O)c3c2)CC1 | 0 | 6 | -5 | 15 | 5 | 1 | -1 | -7 | -3
CCCCN(C)C(=O)c1ccc2c(c1)N(CC)C(=O)c1ccccc1S2(=O)=O | -1 | 0 | 6 | 1 | 3 | 1 | -2 | 5 | 2

Further structures
SMILES | Fam108B inh | pPAFAH FP inh | PAD4 FP inh | PAFAH1B2 inh | PAFAH1B3 FP inh | PME-1 inh | LYPLA1 inh | PAFAH2 inh | GSTO1 inh
C=CCNC(=S)Nc1ccc2nsnc2c1 | 1 | 3 | -9 | 6 | 7 | 1 | 3 | 7 | 16
CCCC1(C(=O)OC)NC(c2ccc(OC)cc2OC)C2C(=O)N(c3cccc(C(C)=O)c3)C(=O)C21 (centres undefined) | 2 | 3 | 1 | -3 | 4 | 1 | 2 | -4 | 4
O=C(O)CN1C(=O)SC(Nc2ccccc2)C1=O (centres undefined) | -1 | 5 | 3 | -1 | 7 | 2 | -1 | -1 | -7
Cc1ccc(-c2c(C)sc3ncn(CC(=O)N4CCOCC4)c(=O)c23)cc1C | -3 | 1 | 1 | 5 | 10 | -6 | 0 | 7 | -4
CCCCCn1c(CCNC(=O)c2cccs2)nc2ccccc21 | -1 | 0 | -1 | 2 | -2 | 13 | -1 | 5 | -7
O=C(NCCc1ccccn1)c1ccc(COc2ccccc2)o1 | 2 | 7 | 1 | -2 | 7 | -3 | -2 | 1 | -9
Cc1ccccc1-n1c(SCC(=O)N/N=C/c2ccccc2OCC(=O)O)nc2ccccc2c1=O | -2 | 9 | 2 | 5 | 4 | -2 | -2 | 2 | 10
NC(=O)C1CCN(C(=O)c2ccc(Cl)c(S(=O)(=O)N3CCCCCC3)c2)CC1 | . | 10 | -2 | 3 | 14 | . | . | 10 | .
CCC(C)NC(=O)CCC(=O)Nc1ccc2nc(N3CCOCC3)cc(C)c2c1 (centres undefined) | 1 | 4 | 0 | 3 | -5 | -6 | 2 | 4 | 0
COc1cc(OC)c(C(=O)Nc2ccc(S(=O)(=O)Nc3ncccn3)cc2)cc1OC | 2 | 3 | -1 | 2 | 0 | 4 | -2 | -1 | 7
CCc1nccn1Cc1cc(C=O)ccc1OC | 2 | 0 | 4 | -2 | 4 | 1 | 0 | -8 | 0
Cc1ccc(CNC(=O)CN2C(=O)NC(C)(c3ccccc3Cl)C2=O)cc1 (centres undefined) | -2 | -2 | -1 | 1 | 2 | 2 | -3 | 0 | 4
CCOc1ccccc1OCCC(=O)NNC(=O)Cn1nc(C)cc1C | 0 | 2 | -1 | 5 | 7 | 3 | 3 | -4 | 1
Cc1ccc2c(C)c(C(=O)N(C)CCC3CCCCO3)oc2c1C (centres undefined) | 3 | 4 | 0 | 10 | 5 | 10 | 0 | 5 | 0
COc1ccc(OC)c(S(=O)(=O)NC2CC2)c1 | -2 | 4 | 0 | -3 | 6 | 0 | 1 | -2 | 3
CC(C)(C)c1ccc(-c2nnc(SCCC#N)n2C2CCCC2)cc1 | 1 | 11 | 2 | 8 | -1 | 3 | 1 | 2 | -8
Cc1ccc(S(=O)(=O)n2cnc3cc([N+](=O)[O-])ccc32)c(C)c1C | -2 | -2 | 6 | 3 | 11 | 1 | -1 | 2 | 1
O=C(CC1N=C2c3ccccc3N=C(SCc3ccc(Cl)cc3)N2C1=O)NCc1ccco1 (centres undefined) | 1 | 13 | 1 | 8 | 2 | 2 | -5 | 3 | -1
COC(=O)C1=C(C)N(Cc2ccccc2)C(=NCc2cc(OC)c(OC)c(OC)c2)N[C@H]1c1ccccc1 | -2 | 5 | 3 | -1 | 2 | 1 | 1 | -2 | 5
COc1cc(=O)n(C)c2c(O)cccc12 | 1 | -5 | -2 | 7 | -3 | -3 | 0 | 15 | 6
CCOc1ccccc1NC(=O)CN1CCC(NC(=O)c2ccccc2C)CC1 | 0 | 1 | -3 | 3 | 6 | -3 | -1 | -2 | 14
Cc1ccc2c(N)c(C#N)sc2n1 | 5 | 6 | -2 | 3 | 4 | -1 | 3 | -8 | -4
CC(C)c1csc(CN2CCC(N3CCC(C(=O)N4CCOCC4)CC3)CC2)n1 | 0 | -2 | -5 | -2 | 2 | -3 | 1 | -4 | 5
Cn1c2ccccc2c2cc(C(=O)O)ccc21 | 8 | 1 | -2 | -2 | -2 | -4 | 1 | -6 | 3
COc1ccc(N/C(C)=C2/C(=O)C(=O)N(CCO)C2c2ccc(Br)cc2)cc1 (centres undefined) | 2 | 6 | 0 | 10 | 9 | 0 | 0 | 6 | 5

Other entries.
SMILES | Fam108B inh | pPAFAH FP inh | PAD4 FP inh | PAFAH1B2 inh | PAFAH1B3 FP inh | PME-1 inh | LYPLA1 inh | PAFAH2 inh | GSTO1 inh
O=C(O)c1ccc(CNCc2cccc(Cl)c2)cc1 | 1 | 1 | -2 | 2 | 8 | 0 | -1 | 3 | 10
CCN(Cc1ccccc1)Cc1cc(OC)cc(OC)c1 | 2 | 3 | -1 | 5 | -6 | -3 | 2 | -4 | 2
O=S(=O)(c1cccc2cccnc12)N1CCOCC1 | -1 | -1 | 0 | 7 | 1 | 5 | 2 | -6 | 3
O=C(COC(=O)C1CC1)Nc1ccc(Oc2ccccc2)cc1 | -3 | 27* | -4 | 5 | 7 | 5 | 1 | 91* | -3
O=C(CCC(=O)c1cccs1)NNC(=O)c1ccc(Cl)cc1 | . | -1 | 7 | 5 | 1 | -3 | 3 | 2 | .
CCOC(=O)C(NC(=O)c1ccccc1)(Nc1cc(C)on1)C(F)(F)F (centres undefined) | 4 | 4 | -3 | 7 | -2 | 3 | 3 | 1 | 1
CCOC(=O)c1cc2sccc2n1CC(=O)Nc1ccc2c(c1)OCCO2 | -5 | -1 | 2 | -5 | 5 | 3 | -1 | 1 | 10
O=c1c(-c2ccnn2-c2ccccc2F)cnc2n1CCS2 | 1 | 9 | -5 | 3 | 3 | -2 | 5 | -4 | 4
CCC(=O)Nc1c2c(nn1-c1cccc(Cl)c1)CS(=O)(=O)C2 | 3 | 2 | -3 | -6 | 3 | -3 | -1 | 0 | 6
CCC(C)C(=O)Nc1nnc(SCC(=O)NC2CCCC2)s1 (centres undefined) | 1 | 4 | -1 | 5 | 6 | -1 | 1 | 9 | 1
CC1(c2ccccc2)NC(=O)N(CC(=O)Nc2ccc(N3CCOCC3)cc2N2CCOCC2)C1=O (centres undefined) | -1 | 3 | 3 | 4 | 2 | -1 | 5 | 1 | 8
CC1CC1C(=O)OCC(=O)Nc1ccc(S(=O)(=O)N2CCOCC2)cc1 (centres undefined) | . | 0 | 2 | -6 | -5 | . | . | 3 | .
COc1ccc(SC[C@H](Cc2ccccc2)N2CC[C@@H](O)CCC2=O)cc1 | . | 1 | -1 | 5 | 4 | -4 | 2 | -3 | .
O=C(COc1coc(CN2CCN(Cc3ccccc3)CC2)cc1=O)Nc1ccccc1 | 3 | 10 | 4 | 4 | 5 | -7 | 3 | 3 | 6
CC(Sc1nnc(-c2cc3ccccc3o2)n1-c1ccccc1)C(=O)O (centres undefined) | 2 | 0 | 0 | 0 | 4 | -1 | -2 | 5 | 8
COc1ccc(C(=O)Nc2ccc(N3CCN(C)CC3)cc2)cc1[N+](=O)[O-] | 3 | 0 | 0 | 2 | 6 | -1 | -1 | 6 | -3
Cc1cc(C)nc(N2CCCC(C(=O)NCc3cccc(C(F)(F)F)c3)C2)n1 (centres undefined) | 1 | -4 | -3 | -1 | 0 | 5 | -2 | 6 | -6

Another view of some results above.
Order of values – Fam108B inh | pPAFAH FP inh | PAD4 FP inh | PAFAH1B2 inh | PAFAH1B3 FP inh | PME-1 inh | LYPLA1 inh | PAFAH2 inh | GSTO1 inh
- CCN(Cc1ccccc1)Cc1cc(OC)cc(OC)c1
  2 | 3 | -1 | 5 | -6 | -3 | 2 | -4 | 2
- O=S(=O)(c1cccc2cccnc12)N1CCOCC1
  -1 | -1 | 0 | 7 | 1 | 5 | 2 | -6 | 3
